Sm TGR block = inhibitors of Schistosoma mansoni thioredoxin glutathione reductase. 360,000 compounds, 3% hits. purified TGR, DTNB reduction, TNB absorbance 405 nm. Potency, µM (titrated, usually from 114 µM), for the others: at the top dose activity change, negative = inhibition, hits mostly inhibitors. AID 485364. Q962Y6; also: potency is read from the fitted curve at half-maximal effect; nearly all actives have a fitted effect of over 60% in size
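First, TGR (20 nM dispensed) and NADPH were mixed with compound. Second, a 15 min room-temperature incubation followed. Third, further NADPH and then DTNB were added to start the reaction. Finally, TNB absorbance was monitored kinetically.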
AMA1 RON2 block = inhibitors of Plasmodium falciparum AMA1-RON2 interaction; AlphaScreen AMA1-biotinylated RON2 peptide binding; Potency, µM (series often up to 58.2 µM), for inactives: at the top dose activity change, negative = inhibition, actives largely listed as inhibitors; AID 720542; 360,000 compounds, 0.2% hits;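 also: potency is read from the fitted curve at half-maximal effect; 0% = vehicle wells and -100% = peptide control; nearly all actives have a fitted effect of over 45% in size; some results filed as inactive show a strong effect at the top dose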
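AMA1 (3D7) with his tag at 25 nM final met compounds first, then biotinylated RON2 peptide at 25 nM; detection used donor plus acceptor beads, 10 µg/mL apiece, read by AlphaScreen after 30 min at room temperature.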
HCMV antiviral = human cytomegalovirus inhibition. AID 1259415. 410,000 compounds, 4.5% hits. HFF cells, HCMV-luciferase reporter, 72 h; hits give low values. activity change, negative = inhibition, % at 57.5 µM; in the data active = activity change below about -60%; inconclusive = no clear call, values can overlap the other calls; inactive = above about -39%
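Human foreskin fibroblasts infected with luciferase-reporter HCMV at MOI 1 PFU/cell, compounds at two doses. Luciferase measured 72 h post infection; normalized to buffer-only basal and Salinomycin (10uM) controls.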
AmpC detergent = blocks E. coli AmpC beta-lactamase in detergent assay; AmpC hydrolysis of nitrocefin, absorbance 480 nm, 0.01% Triton; P00811; Potency, µM (doses to about 114 µM), without a hit: at the top dose activity change, negative = inhibition, actives largely listed as inhibitors; 370,000 compounds, 0.041% hits;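 also: potency is read from the fitted curve at half-maximal effect; 0% = no-compound wells and -100% = no-enzyme wells; nearly all actives have a fitted effect of over 25% in size; some results filed as inactive show a strong effect at the top dose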
Target sequence (P00811 whole entry, looked up): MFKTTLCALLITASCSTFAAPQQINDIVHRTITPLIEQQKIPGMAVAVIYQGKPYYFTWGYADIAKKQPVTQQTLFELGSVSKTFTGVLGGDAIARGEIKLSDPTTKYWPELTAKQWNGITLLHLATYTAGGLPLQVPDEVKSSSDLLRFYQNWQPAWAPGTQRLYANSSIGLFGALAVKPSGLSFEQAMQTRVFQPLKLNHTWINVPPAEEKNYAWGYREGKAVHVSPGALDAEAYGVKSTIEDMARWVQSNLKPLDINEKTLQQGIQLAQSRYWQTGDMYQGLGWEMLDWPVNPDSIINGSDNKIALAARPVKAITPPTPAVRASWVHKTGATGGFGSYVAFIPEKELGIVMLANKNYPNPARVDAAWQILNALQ
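AmpC (5.3 nM in the dispensed reagent) in 20 mM phosphate pH 7.0 with 0.01% (detergent screen) or 0.0001% Triton X-100 was preincubated with compounds for 15 min at room temperature. Nitrocefin was then added from an 800 uM solution, and hydrolysis was followed at 480 nm.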
FBPA Giardia inh = inhibitors of Giardia lamblia fructose-1,6-bisphosphate aldolase | purified Giardia FBPA | Potency, µM (top dose mostly 59.6 µM), for inactives: at the top dose activity, negative = inhibition, most hits filed as inhibitors | 290,000 compounds, 0.71% hits | AID 2451; also: potency is read from the fitted curve at half-maximal effect; nearly all actives have a fitted effect of over 55% in size
Target sequence (A8B2U2 whole entry, looked up): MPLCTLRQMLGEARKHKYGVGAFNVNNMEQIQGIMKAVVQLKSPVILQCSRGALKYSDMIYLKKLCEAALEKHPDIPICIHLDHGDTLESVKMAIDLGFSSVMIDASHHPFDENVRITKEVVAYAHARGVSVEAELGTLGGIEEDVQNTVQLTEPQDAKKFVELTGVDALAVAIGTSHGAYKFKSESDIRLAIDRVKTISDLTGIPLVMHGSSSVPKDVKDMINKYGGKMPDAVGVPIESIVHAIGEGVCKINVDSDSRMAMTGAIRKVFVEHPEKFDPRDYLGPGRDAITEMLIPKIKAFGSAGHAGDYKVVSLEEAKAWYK
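Giardia FBPA (40 nM reagent) was preincubated 10 min at RT with compound (up to 57.5 uM final), then substrate plus GAPDH/TPI/NAD/arsenate coupling system with diaphorase/resazurin was added; resorufin fluorescence (525/598 nm) was read after 20 min.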
AmpC no deterg = AmpC beta-lactamase inhibition without detergent; P00811; AmpC nitrocefin hydrolysis, absorbance 480 nm, 0.0001% Triton; Potency, µM (doses to about 57.1 µM), inactives show at the top dose activity change, negative = inhibition, usual class: inhibitors; 330,000 compounds, 0.52% hits;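 also: potency is read from the fitted curve at half-maximal effect; plate controls were no compound for no effect and no enzyme for full effect; nearly all actives have a fitted effect of over 20% in size; some results filed as inactive show a strong effect at the top dose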
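AmpC (5.3 nM in the dispensed reagent) in 20 mM phosphate pH 7.0 with 0.01% (detergent screen) or 0.0001% Triton X-100 was preincubated with compounds for 15 min at room temperature. Nitrocefin was then added from an 800 uM solution, and hydrolysis was followed at 480 nm.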
Starred values were filed as active, the others as inactive; ? = inconclusive; nt = no result given; [ ] = remark or other dose. Unless noted, calls follow the shape of the dose curve; as a rule, active = well fitted curve in the direction sought with a large enough effect; inconclusive = small, poorly fitted or top-dose-only effect, or another doubt; inactive = no such curve, though single readings can be large; an effect the other way counts as inactive or inconclusive. Unless noted, % is scaled to controls: 0 for no effect and ±100 for the full control effect.

no. | mol | AmpC detergent | FBPA Giardia inh | AmpC no deterg
1 | COc1ccc(-n2c(/C=C/c3cc(OC)c(OC)cc3OC)nc3cc4ccccc4cc3c2=O)cc1Cl | -6% | nt | nt
2 | Cc1cc(/C=C2\C(=N)N3N=CSC3=NC2=O)c(C)n1Cc1ccccc1 | 0% | 20% | -33%
3 | COc1ccc2oc(=O)cc(CN3CCN(C(=O)c4ccccc4)CC3)c2c1 | 8% | nt | nt
4 | Cc1nc2nc[nH]n2c(=O)c1CCOC(=O)c1ccccc1F | -4% | 2% | -13%
5 | CN(Cc1ccc(Cl)s1)C(=O)CSc1nnc(C2CC2)n1C1CC1 | -13% | nt | 62%[activator]
6 | COc1ccc(CNC(=O)C/C(C)=N/NC(=O)COc2ccccc2)cc1 | 4% | 0% | 7%
7 | Cc1ccc2c(CN(C)Cc3cccc(Cl)c3)cc(=O)oc2c1C | 3% | -4% | -5%
8 | O=C1CCC(C(=O)N2CCN(c3ccccc3)CC2)CN1CC1CCCCC1 (centres undefined) | 4% | nt | 146%[activator]
9 | N#C/C(=C\c1cccnc1)C(=O)Nc1ccc(SC(F)F)cc1 | -8% | -8% | -58%
10 | Cc1[nH]c2ccccc2c1CN1CCc2ccccc2C1 | 5% | ? | -13%
11 | COc1ccc(CN=C2NC(=O)CC(C(=O)Nc3ccccc3C)S2)cc1 (centres undefined) | -1% | 4% | -8%
12 | CC(Sc1nnc(-c2ccco2)n1C)C(=O)Nc1nccs1 (centres undefined) | -5% | nt | -18%

no. | AMA1 RON2 block | HCMV antiviral | Sm TGR block
1 | nt | -9 | 1%
2 | 36%[activator] | 43 | -16%
3 | nt | 8 | -5%
4 | 1% | -24 | -2%
5 | 2% | 0 | -3%
6 | 4% | -7 | 5%
7 | 1% | -33 | 0%
8 | -5% | 23 | -42%
9 | 7% | 25 | 0%
10 | -5% | 27 | ?
11 | 307%[activator] | 4 | -29%
12 | -3% | -3 | ?

(more compounds)
no. | mol | AmpC detergent | FBPA Giardia inh | AmpC no deterg
13 | CC(=O)Cn1ncc(Br)c(Br)c1=O | 3% | 1% | -19%
14 | Cc1nc(/C(N)=N/OC(=O)c2ccccc2Cl)c(C(F)(F)F)o1 | 6% | 0% | -11%
15 | O=c1c(-c2ccccc2)c(O)cc(-c2ccncc2)n1-c1ccc(Cl)cc1 | -2% | 13% | -13%
16 | CC(Oc1cccc(Cl)c1)c1ccnc2nc(/N=C/N(C)C)nn12 (centres undefined) | 3% | 5% | 9%
17 | CCCNC(=O)C(=O)Nc1cc2c3c(c1)CCC(=O)N3CCC2 | -10% | 0% | -2%
18 | CCc1ccc(CN(C)C(=O)CCc2nnc(CCc3ccccc3OC)o2)nc1 | 3% | 0% | 100%[activator]
19 | O=C(C1COc2ccccc2O1)N1CCN(Cc2ccc(Br)cc2F)CC1 (centres undefined) | -12% | 5% | 166%[activator]
20 | Cc1ccc(-c2nc(C#N)c(NCCN3CCCCC3)o2)cc1 | 1% | 1% | 12%
21 | COc1ccc(NC(=O)c2ccc(CN3C(=O)CCn4nc(C)cc43)cc2)c(OC)c1 | 9% | nt | nt
22 | OCC[C@H]1C[C@H](O)[C@@H](O)[C@@]2(CCCCO2)O1 | ? | 5% | -16%
23 | CCCSc1ccc([C@H]2N[C@@](CC(C)C)(C(=O)OC)[C@H]3C(=O)N(C)C(=O)[C@@H]23)cc1 | -1% | nt | 181%[activator]
24 | COc1ccc(CNC(=O)C(NC(C)=O)C(=O)Nc2ccc(OC)cc2)cc1 (centres undefined) | ? | 8% | -15%

no. | AMA1 RON2 block | HCMV antiviral | Sm TGR block
13 | -6% | -105* | nt
14 | 10% | 8 | -1%
15 | 1% | 7 | -3%
16 | 13% | -28 | -2%
17 | -3% | 54 | -3%
18 | -7% | -10 | 0%
19 | -27% | ? | 8%
20 | -15% | 10 | 5%
21 | nt | -22 | 2%
22 | -2% | -3 | -5%
23 | -1% | ? | 3%
24 | 6% | 1 | 5%

(next part)
no. | mol | AmpC detergent | FBPA Giardia inh | AmpC no deterg
25 | CC1CCCC(C)N1C(=O)CN1C(=O)C(C)(C)Oc2ccc(C(=O)NC3CCCC3)cc21 (centres undefined) | -8% | 8% | nt
26 | COC(=O)c1cc(NC(=O)C2(S(=O)(=O)c3ccc(Cl)cc3)CC2)cc(C(=O)OC)c1 | -16% | -5% | 35%
27 | O=C(CSc1nnc(-c2ccccc2)n1-c1ccccc1)NCc1ccco1 | 1% | 4% | -1%
28 | CC(C)c1ccc(N2C(=O)[C@@H]3Cc4ccccc4CN3C2=O)cc1 | -6% | 4% | -25%
29 | COc1ccc(NC(=O)c2cn(-c3ccccc3)nc2-c2ccc(C)cc2)cc1 | 15% | nt | nt
30 | COc1ccc(CCNCc2ccc(OC)c(OC)c2OC)cc1 | 2% | -25% | 0%
31 | CSCCC(NC(=O)c1ccccc1Cl)C(=O)N1CCC1 (centres undefined) | -14% | nt | -27%
32 | CC1(C)CC(=O)C2=C(C1)Nc1cc(Cl)ccc1S2 | -8% | -13% | -12%
33 | CCOc1ccc(S(=O)(=O)NCC2CCCO2)cc1NC(=O)c1ccccc1F (centres undefined) | 2% | 10% | -18%
34 | Cc1nn(-c2cc(Cl)ccc2N)c(=O)c2ccccc12 | 4% | 2% | ?
35 | O=C(Nc1c(F)cc(F)cc1Br)c1ccco1 | 3% | -8% | -11%
36 | Clc1ccc(-n2ncc3c(NCc4cccs4)ncnc32)cc1 | 1% | 4% | -10%

no. | AMA1 RON2 block | HCMV antiviral | Sm TGR block
25 | 5% | -4 | -28%
26 | 2% | -27 | 0%
27 | -4% | -2 | -1%
28 | -13% | -1 | -4%
29 | nt | 27 | 16%
30 | -5% | -11 | -1%
31 | 0% | -13 | 3%
32 | 10% | -20 | -12%
33 | 1% | -5 | 7%
34 | -11% | -4 | ?
35 | -5% | 55 | 45µM*
36 | -3% | 29 | 15%

Next part
no. | mol | AmpC detergent | FBPA Giardia inh | AmpC no deterg
37 | COC(=O)c1ccccc1N(C)C(=O)C12CCC(C)(C(=O)O1)C2(C)C (centres undefined) | ? | 5% | -6%
38 | CC(=O)C1=C(C)Nc2ncnn2C1c1ccccc1OCc1ccccc1 (centres undefined) | -15% | 1% | -30%
39 | CCOC(=O)c1[nH]c2cc3c(cc2c1NC(=O)CN1CC(C)CC(C)C1)OCO3 (centres undefined) | -9% | 2% | -31%
40 | CS(=O)(=O)N(CCc1ccccc1)CC(=O)N1CCN(c2ccc(F)cc2)CC1 | 1% | 1% | 77%[activator]
41 | OCCN(Cc1ccccc1)C(=S)Nc1ccc(Cl)cc1Cl | 2% | -14% | -16%
42 | CC(=O)c1ccc(NC(=O)c2ccc3c(c2)C(=O)N(c2ccccn2)C3=O)cc1 | -3% | 3% | -27%
43 | CN(C)C(CNC(=O)CCOc1ccccc1)c1ccco1 (centres undefined) | 5% | -5% | 2%
44 | COc1ccc(N2CC(C(=O)N3CCC(c4nc5ccccc5[nH]4)CC3)CC2=O)cc1 (centres undefined) | 0% | nt | 3%
45 | COC(=O)C1=C(c2ccc(OC)c(OC)c2)C[C@@H]2CC[C@H]1N2C(=O)N1CCOCC1 | 4% | nt | 2%
46 | Cc1cc(C)nc(Nc2n[nH]c(-c3ccccc3C)n2)n1 | -4% | -7% | -21%
47 | Nc1nc(SC23CC4CC(CC(C4)C2)C3)ns1 | -5% | 4% | -1%
48 | Cc1ccc(N2C(=O)CSC23C(=O)Nc2ccccc23)cc1 (centres undefined) | 4% | -1% | -23%

no. | AMA1 RON2 block | HCMV antiviral | Sm TGR block
37 | -8% | 39 | 1%
38 | 3% | 13 | ?
39 | 11% | 46 | -12%
40 | -10% | ? | 0%
41 | -10% | -3 | -6%
42 | 5% | 8 | 24%
43 | 8% | -18 | -30%
44 | -7% | -16 | 2%
45 | 6% | -23 | -6%
46 | -2% | 53 | nt
47 | -7% | -2 | -8%
48 | 2% | -1 | 2%

Other compounds.
no. | mol | AmpC detergent | FBPA Giardia inh | AmpC no deterg
49 | COc1ccc(CN2CCC(CO)(Cc3cccc(C(F)(F)F)c3)CC2)cc1Cn1cccn1 | -2% | 6% | 154%[activator]
50 | COc1ccc(CNC(=O)/C=C/c2ccc(S(=O)(=O)N3CCOCC3)cc2)cc1 | ? | -7% | -12%[11.4 µM]
51 | Cc1cccc(C(=O)NC2CC3CCCC(C2)N3Cc2ccccc2)c1 (centres undefined) | 3% | -6% | -8%
52 | Cc1ccc(OCc2cc(C(=O)N(C)CCc3ccccc3)no2)cc1C | 3% | nt | 39%
53 | CN(Cc1ccccc1)C(=O)C1CCN(S(C)(=O)=O)CC1 | -1% | -2% | -19%
54 | CCCCN(C)CCNC(=O)Cn1ncc2c([nH]c3ccccc32)c1=O | 7% | nt | nt
55 | O=[N+]([O-])c1ccc(S(=O)(=O)N2CCN(Cc3c[nH]c4ccccc34)CC2)cc1 | -10% | ? | -34%
56 | Cc1cc(C)c(C)c(OCC(=O)O/N=C(\N)c2cccnc2)c1 | 9% | 0% | -21%
57 | COCCNc1nnc(SCC(=O)N2CCN(S(=O)(=O)c3ccccc3)CC2)s1 | -4% | 2% | 9%
58 | Cc1ccc(NC(=O)C2=C(O)c3ccccc3N(C)S2(=O)=O)cc1 | -6% | 9% | -28%
59 | Cc1nc(Nc2cccc(O)c2)c2c3c(sc2n1)CCC3 | -14% | -5% | -27%
60 | O=C(CCS(=O)(=O)c1ccc(Br)s1)NCc1ccccc1 | -10% | 3% | -15%
61 | O=C(NCc1ccc2c(c1)OCO2)c1cc(-c2ccncc2)nc2ccccc12 | 3% | 3% | 125%[activator]

no. | AMA1 RON2 block | HCMV antiviral | Sm TGR block
49 | -3% | -12 | -10%
50 | -11% | 45 | -13%
51 | -1% | -15 | 5%
52 | 34%[activator] | 51 | 0%
53 | 2% | -28 | 3%[57.1 µM]
54 | nt | 2 | -2%
55 | -14% | 61 | 23%
56 | 2% | -10 | 10%
57 | 1% | 21 | 0%
58 | -6% | 81 | 0%
59 | -14% | ? | 8%
60 | 2% | 21 | ?
61 | 11% | -9 | 1%

Random excerpt: 5 records from the list.
no. | mol | AmpC detergent | FBPA Giardia inh | AmpC no deterg
58 | Cc1ccc(NC(=O)C2=C(O)c3ccccc3N(C)S2(=O)=O)cc1 | -6% | 9% | -28%
60 | O=C(CCS(=O)(=O)c1ccc(Br)s1)NCc1ccccc1 | -10% | 3% | -15%
55 | O=[N+]([O-])c1ccc(S(=O)(=O)N2CCN(Cc3c[nH]c4ccccc34)CC2)cc1 | -10% | ? | -34%
49 | COc1ccc(CN2CCC(CO)(Cc3cccc(C(F)(F)F)c3)CC2)cc1Cn1cccn1 | -2% | 6% | 154%[activator]
54 | CCCCN(C)CCNC(=O)Cn1ncc2c([nH]c3ccccc32)c1=O | 7% | nt | nt

no. | AMA1 RON2 block | HCMV antiviral | Sm TGR block
58 | -6% | 81 | 0%
60 | 2% | 21 | ?
55 | -14% | 61 | 23%
49 | -3% | -12 | -10%
54 | nt | 2 | -2%

Source: PubChem (National Center for Advancing Translational Sciences (NCATS))
